High-throughput results as filed in PubChem.
S2 tox = reduces viability in counter-screen for ATXN expression inhibitors; S2 cells (HEK-293 line with an ATXN2-luciferase reporter) viability, CellTiter-Fluor protease fluorescence, 24 h; Potency, µM (series often up to 56.7 µM), most hits filed as cytotoxic; actives 0.49% (n = 400,000); AID 651635; note: nearly all actives have a fitted effect of over 40% in size
EPAC2 antagonist = EPAC2 (human) antagonism | Q8WZA2 | EPAC2 GEF exchange of Rap1B-BODIPY-GDP, fluorescence | Potency, µM (top dose mostly 114 µM), without a hit: at the highest dose activity, negative = inhibition, most hits filed as inhibitors | actives 0.18% (n = 360,000) | AID 720708; note: % is set by controls: 0 for no effect and ±100 for the full control effect; nearly all actives have a fitted effect of over 45% in size; many of its hits are not listed in these tables
Target sequence (Q8WZA2 whole entry, looked up): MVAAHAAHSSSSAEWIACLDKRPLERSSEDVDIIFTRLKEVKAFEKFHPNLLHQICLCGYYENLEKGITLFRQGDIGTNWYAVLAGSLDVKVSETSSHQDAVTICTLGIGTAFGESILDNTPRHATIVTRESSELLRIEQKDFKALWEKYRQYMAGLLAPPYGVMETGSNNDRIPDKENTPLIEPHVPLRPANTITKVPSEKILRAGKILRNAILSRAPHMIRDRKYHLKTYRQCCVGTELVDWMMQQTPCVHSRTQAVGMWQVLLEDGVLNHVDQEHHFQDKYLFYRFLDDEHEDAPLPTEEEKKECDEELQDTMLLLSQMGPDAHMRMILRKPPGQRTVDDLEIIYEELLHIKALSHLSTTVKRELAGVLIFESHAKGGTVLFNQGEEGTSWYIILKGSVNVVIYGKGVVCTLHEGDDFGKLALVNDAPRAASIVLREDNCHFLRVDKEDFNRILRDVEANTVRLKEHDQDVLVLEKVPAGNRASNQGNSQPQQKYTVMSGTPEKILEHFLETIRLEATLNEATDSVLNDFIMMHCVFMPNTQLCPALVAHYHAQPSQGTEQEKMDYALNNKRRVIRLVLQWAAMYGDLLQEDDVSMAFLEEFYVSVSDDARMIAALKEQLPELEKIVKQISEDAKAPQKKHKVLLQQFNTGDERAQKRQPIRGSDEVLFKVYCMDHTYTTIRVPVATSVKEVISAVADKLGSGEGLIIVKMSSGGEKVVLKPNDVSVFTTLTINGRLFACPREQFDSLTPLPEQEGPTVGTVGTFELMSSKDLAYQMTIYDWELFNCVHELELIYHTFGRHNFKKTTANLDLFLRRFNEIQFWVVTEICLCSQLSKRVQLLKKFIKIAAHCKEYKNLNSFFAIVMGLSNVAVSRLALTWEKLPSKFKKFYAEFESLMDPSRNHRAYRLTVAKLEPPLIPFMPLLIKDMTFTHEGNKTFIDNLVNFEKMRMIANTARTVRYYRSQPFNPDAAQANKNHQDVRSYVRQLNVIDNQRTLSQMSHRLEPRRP
Nrf2 inh = Nrf2 pathway inhibition; A549 ARE-Fluc reporter, luciferase luminescence, 18-24 h; Potency, µM (titrated, usually from 46 µM), inactives show at the highest dose activity change, negative = inhibition, hits mostly inhibitors; actives 2.1% (n = 360,000); AID 504444; note: % is set by controls: 0 for no effect and ±100 for the full control effect; nearly all actives have a fitted effect of over 60% in size
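Nrf2 activity is the BugLite luminescence, read 15 min after reagent at room temperature, following CellTiter-Fluor cytotoxicity readout (30 min, 37C). Compound titrations were applied for 18-24 h to 5000 A549 ARE_Fluc cells/well in 5% FBS OPTI-MEM.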
TGFb inhibitor = inhibitors of TGF-b signaling; HepG2 CAGA-GFP TGF-b/SMAD3 reporter, GFP fluorescence, 18 h; TGF-beta stimulated, 500 pg/mL final; Potency, µM (series often up to 46.1 µM), for inactives: at the highest dose activity, negative = inhibition, most hits filed as inhibitors; actives 1.2% (n = 410,000); AID 588855; note: % is set by controls: 0 for no effect and ±100 for the full control effect; nearly all actives have a fitted effect of over 65% in size
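TGF-beta reporter screen: HEPG2 CAGA-GFP, 1% FBS, 500 pg/mL TGF-beta final, 18 h; per-cell GFP summed per well; curves fitted and categorized by class.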
Nrf2 activator = Nrf2 pathway activation; AREc32 ARE-luciferase reporter (MCF7-derived line), luminescence, 24 h; actives 0.31% (n = 410,000); Potency, µM (titrated, usually from 46.1 µM), for the others: at the highest dose activation, actives largely listed as activators; note: % of control where 0% means no effect; nearly all actives have a fitted effect of over 65% in size
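ARE activation measured as luciferase luminescence (Steady-Glo, 30 min RT) in AREc32_Fluc cells after 24 hr compound exposure at 37 deg C, 5% CO2; cells seeded overnight at 1000/well in OPTI-MEM, 5% FBS.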
A549 tox = counter-screen for Nrf2 inhibitors: cytotoxicity in A549 cells. A549 ARE-Fluc cells, CellTiter-Fluor viability, 18-24 h. Potency, µM (series often up to 46 µM), for the others: at the highest dose activity change, negative = cytotoxicity, most hits filed as inhibitors. actives 0.16% (n = 390,000). AID 504648; note: % is set by controls: 0 for no effect and ±100 for the full control effect
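A549 ARE_Fluc cells in 5% FBS OPTI-MEM were exposed to compounds in concentration-response for 18-24 h at 37 deg C. Viability was read by CellTiter-Fluor fluorescence (Ex 405/Em 525) after 30 min, before the luciferase read.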
MCF10A rerep = induces DNA re-replication in MCF 10a normal breast cells; MCF 10A DNA re-replication, Hoechst nuclear intensity, 48 h; Potency, µM (top dose mostly 46.1 µM), without a hit: at the highest dose activity, positive = re-replication, hits mostly activators; actives 2.9% (n = 350,000); AID 624296; note: % of control where 0% means no effect; nearly all actives have a fitted effect of over 50% in size
HepG2 tox = counter-screen for TGF-b inhibitors: cytotoxicity in HepG2 cells; AID 588856; Potency, µM (doses to about 46.1 µM), for the others: at the highest dose activity change, negative = cytotoxicity, hits mostly cytotoxic; HepG2 CAGA-GFP viability, ATP luminescence, 18 h; actives 0.76% (n = 410,000); note: some results filed as inactive show a strong effect at the top dose
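HepG2 CAGA-GFP cells (1000/well, DMEM with 1% FBS) received compound, then TGF-beta at 500 pg/mL final, and were incubated 18 hours at 37 degrees C. Viability was read by CellTiter-Glo luminescence. Media-only wells were set as complete cell-killing and DMSO as no toxicity.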
ATXN2 expr inh = inhibitors of ATXN2 expression | Potency, µM (top dose mostly 57 µM), for the others: at the top dose activity change, negative = inhibition, hits mostly inhibitors | HEK-293 ATXN2-luciferase reporter, luminescence, 24 h | actives 0.72% (n = 360,000); note: % is set by controls: 0 for no effect and ±100 for the full control effect; nearly all actives have a fitted effect of over 55% in size
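ATXN2-luciferase reporter cells (luciferase flanked by upstream and downstream ATXN2 gene portions) were treated 24 h at 37 °C with compounds at up to 57 uM. SteadyGlo luminescence gave expression; GF-AFC fluorescence gave viability.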
The depositor's hits bear a star; i = inactive; ? = inconclusive; nt = not tested or not shown; [ ] = another dose, or the depositor's remark. Calls come from the whole dose curve; as a rule, active = well fitted curve in the direction sought with a large enough effect; inconclusive = small, poorly fitted or top-dose-only effect, or another doubt; inactive = no such curve, though single readings can be large; an effect the other way counts as inactive or inconclusive. Potency is the fitted concentration of half-maximal effect.

SMILES	S2 tox	EPAC2 antagonist	Nrf2 inh	TGFb inhibitor	Nrf2 activator	A549 tox	MCF10A rerep	HepG2 tox	ATXN2 expr inh
COc1ccc2cc(C(=O)COC(=O)COc3ccc4c(C)cc(=O)oc4c3)ccc2c1	i	-14%	-6%	11%	0.0%	-1%	10%	-14%	-10%
CCCCNC(=O)COC(=O)c1ccc(N(C)C)cc1	i	-1%	?	-2%	0.1%	-5%	2%	-14%	6%
CC(C)N=C(NS(=O)(=O)c1ccc(Br)cc1)c1ccc(Cl)cc1	i	7%	-3%	14%	0.2%	-1%	-2%	-14%	-15%[11.3 µM]
COC(=O)CCN(C(=O)c1c(C)oc2ncnc(N3CCOCC3)c12)c1ccccc1	nt	nt	?	-4%	0.2%	1%	nt	4%	nt
CCOC(=O)C(C)Sc1nnc(-c2ccccc2O)n1-c1ccc(C)cc1 (configuration not stated)	i	-6%	-10%	-12%	0.3%	-8%	9%	-7%	-10%
Cc1cn([C@H]2C[C@H](O)[C@@H](/C=C/C(=O)NCCCc3ccccc3)O2)c(=O)[nH]c1=O	i	22%	nt	-20%	0.0%	nt	nt	-28%	1%
CCOc1c(C)cnc2c1c(=O)n(Cc1cccc(Cl)c1)c(=O)n2C	i	-22%	-6%	-2%	-0.3%	12%	-8%	2%	-15%
CC(C)n1c(=O)n(CC(=O)NCC2CCCO2)c(=O)c2c3c(sc21)COC(C)(C)C3 (configuration not stated)	i	0%	-6%	0%	0.4%	2%	6%	-23%	nt
Cc1c(C(=O)NCc2cccc([N+](=O)[O-])c2)sc(=O)n1Cc1ccc(C(C)C)cc1	i	2%	nt	?	3.4%	nt	nt	-31%	3%
Cc1ccc(N(C)C(=O)CN(C)S(=O)(=O)c2ccc3c(c2)n(C)c(=O)c(=O)n3C)cc1	i	-3%	7%	5%	-0.2%	-2%	1%	1%	nt
O=C(O)CCCCCNc1ncnc2ccc(Br)cc12	i	-4%	0%	-5%	2.6%	3%	?	-3%	0%
O=C1Nc2ccc([N+](=O)[O-])cc2C1(O)N1CCCCC1 (configuration not stated)	i	0%	2%	1%	-0.2%	-10%	3%	-12%	-11%
CCOc1ccc(C(=O)C(C)OC(=O)C2CCN(c3ccc(C(F)(F)F)cn3)CC2)cc1 (configuration not stated)	?	4%	?	0%	-0.2%	?	10%	-4%	-14%
CN1/C(=C\C(=O)CSc2nnc(N)s2)C(C)(C)c2ccccc21	?	-11%	-6%	0%	0.2%	-10%	?	-14%	-25%
Cc1ccc(CS(=O)Cc2ccc(C(=O)N3CCN(c4ccc(F)cc4)CC3)o2)cc1 (configuration not stated)	i	1%	?	?	-0.4%	0%	1%	-8%	-25%
CCOC(=O)C1CCN(c2c(N3CCN(c4ccccc4OC)CC3)c(=O)c2=O)CC1	i	8%	15%	-2%	-0.8%	4%	-5%	-1%	3%
CN(CC(=O)N/N=C/c1ccc(F)cc1)S(=O)(=O)c1ccccc1	i	17%	nt	-13%	-0.1%	nt	nt	-29%	nt
CCc1nc2ccccc2c(=O)n1NC(=O)c1c(O)c2ccccc2n(CC)c1=O	i	-10%	-83%	4%	-0.3%	?	8%	-30%	-24%
C=CCNC(=S)N1CCN(C2CCCCC2)CC1	i	1%	-15%	-11%	-0.1%	1%	1%	12%	0%
CC1CCN(CC(=O)Nc2ccccc2C#N)CC1	i	5%	nt	6%	-0.4%	12%	2%	-6%	3%

Looked up by structure from the entries so far (6):
SMILES	S2 tox	EPAC2 antagonist	Nrf2 inh	TGFb inhibitor	Nrf2 activator	A549 tox	MCF10A rerep	HepG2 tox	ATXN2 expr inh
Cc1ccc(CS(=O)Cc2ccc(C(=O)N3CCN(c4ccc(F)cc4)CC3)o2)cc1 (configuration not stated)	i	1%	?	?	-0.4%	0%	1%	-8%	-25%
CCOc1ccc(C(=O)C(C)OC(=O)C2CCN(c3ccc(C(F)(F)F)cn3)CC2)cc1 (configuration not stated)	?	4%	?	0%	-0.2%	?	10%	-4%	-14%
COc1ccc2cc(C(=O)COC(=O)COc3ccc4c(C)cc(=O)oc4c3)ccc2c1	i	-14%	-6%	11%	0.0%	-1%	10%	-14%	-10%
CN1/C(=C\C(=O)CSc2nnc(N)s2)C(C)(C)c2ccccc21	?	-11%	-6%	0%	0.2%	-10%	?	-14%	-25%
O=C(O)CCCCCNc1ncnc2ccc(Br)cc12	i	-4%	0%	-5%	2.6%	3%	?	-3%	0%
CC(C)N=C(NS(=O)(=O)c1ccc(Br)cc1)c1ccc(Cl)cc1	i	7%	-3%	14%	0.2%	-1%	-2%	-14%	-15%[11.3 µM]

Later entries
SMILES	S2 tox	EPAC2 antagonist	Nrf2 inh	TGFb inhibitor	Nrf2 activator	A549 tox	MCF10A rerep	HepG2 tox	ATXN2 expr inh
CC(=C/c1ccco1)/C=N/NC(=O)CSc1nnc(SCc2ccc(C)cc2)s1	i	-3%	?	-12%	21%	3%	?	11%	-4%
O=C(NCCCO)C12CC3CC(CC(C3)C1)C2	i	-5%	8%	-10%	0.0%	-2%	-1%	-3%	6%
CCCOc1ccc(-c2c(C(=O)N/N=C(\C)c3cccs3)nnn2-c2nonc2N)cc1	i	4%	-11%	-17%	19%	-9%	?	-15%	-2%
COc1ccc(OCc2ccc(-c3nc(C#N)c(NCc4ccc(F)cc4)o3)o2)cc1	i	nt	?	?	6.0%	-13%	nt	-31%	-17%
CCNC(=O)COC(=O)CCC(=O)c1cccs1	i	-7%	-8%	-1%	-0.8%	7%	16%	3%	-13%
COC(=O)c1ccc(-c2noc(CN3CCCC(CNC(C)=O)C3)n2)cc1 (configuration not stated)	i	11%	23%	-1%	-0.1%	-1%	6%	-22%	13%
CS(=O)(=O)c1nc(S(=O)(=O)c2ccc(Cl)cc2)c(N2CCOCC2)s1	i	0%	?	-16%	6.3µM*	-3%	2%	-1%	-5%
COc1ccc(Br)c(C(=O)NNC(=O)c2ccc(NS(=O)(=O)c3cccs3)cc2)c1	i	1%	-9%	2%	-0.8%	2%	0%	-36%	0%
O=C(COC(=O)c1ccc(F)c(S(=O)(=O)N2CCOCC2)c1)c1ccc(Br)cc1	i	9%	?	-12%	0.1%	0%	13%	-22%	1%
O=C(COc1ccc(Br)cc1)Nc1cccc2cccnc12	i	nt	nt	8%	3.2%	13%	nt	-14%	7%
O=C(Cc1ccc(S(=O)(=O)N2CCOCC2)s1)OCc1ccc(Cl)cc1	i	0%	10%	-9%	-0.3%	1%	?	-11%	2%
CCn1ncc(Br)c1C(=O)Nc1ccccc1C(=O)OC	i	-15%	2%	4%	5.3%	-4%	3%	-1%	0%
COc1ccccc1[C@]1(C)ON(c2ccccc2C(F)(F)F)C1=O	?	?	-2%	?	9.5%	-12%	14%	-21%	?
Cc1ccnc(NCn2nnc3ccccc32)c1	i	8%	12%	13%	-0.4%	6%	6%	-80%	-5%
O=C(N/N=C/c1ccc([N+](=O)[O-])o1)C(=O)Nc1ccc(C(=O)O)cc1	i	9%	5%	2%	0.0%	-7%	5%	4%	19%
CCN1CCN(CC(=O)Nc2ccc(N(C)C)cc2)CC1	i	0%	2%	7%	-0.6%	3%	0%	-1%	-13%
CCN(CC(=O)N1CCCCCC1)S(=O)(=O)c1ccc(C)cc1	i	4%	-11%	-3%	0.5%	-4%	4%	-11%	nt
CCOC(=O)C(=O)Nc1ncc(Cl)s1	i	-4%	-1%	-10%	0.2%	2%	5%	5%	-14%
CCc1nc2c(OCc3ccc(F)cc3)cccn2c1N(C)C(=O)CC(C)C	i	?	nt	0%	-0.6%	nt	nt	-13%	-28%
CCCCCCCN(C(=O)CCl)c1ccccc1C	?	-10%	10%	2%	?	-7%	0%	-42%	?
COc1ccccc1NC(=O)c1ccc(CSc2ccccc2)o1	i	-25%	4%	-33%	3.2%	6%	8%	-36%	8%
COC(=O)c1[nH]c2ccccc2c1NS(=O)(=O)c1ccc(OC)cc1OC	i	1%	-14%	-24%	0.6%	0%	17%	-14%	4%
O=C(O)c1ccc(-n2c(/C=C/c3ccccc3)nc3ccccc3c2=O)cc1	i	-1%	?	-3%	13%	-12%	-3%	14%	10%
COc1ccc(C(=O)N/C(=C\c2ccccc2)C(=O)NCc2cccnc2)cc1	i	3%	-5%	2%	-0.6%	2%	-8%	-5%	14%
COc1ccc([C@H]2C[C@H](O)[C@@H](n3cc(COC(=O)c4ccccc4)nn3)CN2Cc2cccs2)cc1	?	3%	nt	1%	0.6%	nt	nt	27%	-4%

Profiles, quoted from the list.
`COc1ccccc1NC(=O)c1ccc(CSc2ccccc2)o1` reads S2 tox: i; EPAC2 antagonist: -25%; Nrf2 inh: 4%; TGFb inhibitor: -33%; Nrf2 activator: 3.2%; A549 tox: 6%; MCF10A rerep: 8%; HepG2 tox: -36%; ATXN2 expr inh: 8%
`COc1ccc([C@H]2C[C@H](O)[C@@H](n3cc(COC(=O)c4ccccc4)nn3)CN2Cc2cccs2)cc1` reads S2 tox: ?; EPAC2 antagonist: 3%; Nrf2 inh: nt; TGFb inhibitor: 1%; Nrf2 activator: 0.6%; A549 tox: nt; MCF10A rerep: nt; HepG2 tox: 27%; ATXN2 expr inh: -4%

The list is partial; rates above refer to the full screens.
